NPC1 promoter act – NPC1 promoter activation. AID 485313. Potency, µM (series often up to 9.22 µM), inactives show at the highest dose activation, most hits filed as activators. 320,000 tested, 2.4% active. Huh7 NPC1 promoter luciferase reporter, 24 h;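 also: % of control where 0% means no effect; nearly all actives have a fitted effect of over 60% in size; reporter is driven by a mutant NPC1 promoter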
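Huh7 reporter cells (NPC1 promoter driving luciferase) are dosed with compound for 24 h at 37 °C, 5% CO2; luciferase detection reagent is then added and luminescence measured after 10 min at ambient temperature.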
MBNL1 CUG block – blocks human MBNL1 binding to CUG repeat RNA. Q9NR56. TR-FRET MBNL1-His/biotin-(CUG)12 binding, 665/545 ratio. Potency, µM (series often up to 57.5 µM), for inactives: top-dose activity change, negative = inhibition, actives largely listed as inhibitors. 280,000 tested, 0.036% active; active = well fitted inhibition curve with a large enough effect in the signal ratio, with a control signal flat, not every such curve was filed as active; inconclusive = small, poorly fitted or top-dose-only effect, or effect the other way, or a change in a side signal; inactive = no such curve, though single readings can be large or run the other way; the % refers to the signal ratio; also: % is scaled to controls: 0 for no effect and ±100 for the full control effect
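Ratiometric TR-FRET (665 over 545 nm, excitation 340 nm) tracks disruption of MBNL1-His/biotin-(CUG)12 complex after 60 min at room temperature, with compounds at 92 nM to 58 uM final.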
Rab9 promoter act – activates the Rab9 promoter. Huh7 Rab9 promoter-luciferase reporter, luminescence, 24 h. Potency, µM (doses to about 9.22 µM), for inactives: at the top dose activation, negative = inhibition, most hits filed as activators. 320,000 tested, 2.8% active; also: % of control where 0% means no effect; nearly all actives have a fitted effect of over 60% in size
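Steps: seed 1500 Huh7 Rab9-luc cells per well, rest 2 h at 37 °C; add compound in DMSO; incubate 24 h; add luciferase reagent, 10 min ambient; read luminescence.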
ELG1 genotox – genotoxicity induction in ELG1-luciferase HEK293T cells; 330,000 tested, 1.3% active; AID 504466; HEK293T ELG1-luciferase reporter, luminescence, 16 h; Potency, µM (series often up to 46 µM), without a hit: at the top dose activity change, positive = activation, usual class: activators; also: % of control where 0% means no effect; nearly all actives have a fitted effect of over 60% in size
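After overnight (16 hr) compound treatment at 37 °C, ELG1-luciferase HEK293T cells were lysed with ONE-Glo; luminescence quantified 30 min later at room temperature.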
Gal4-VP16 FLuc – inhibits Gal4-VP16 luciferase reporter, ROR gamma counter-screen | Drosophila S2 Gal4-VP16 UAS-luciferase, luminescence, 20 h | Potency, µM (top dose mostly 53.6 µM), for the others: at the highest dose activity, negative = inhibition, usual class: inhibitors | 310,000 tested, 3.5% active;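 also: Gal4-VP16 expression switched on by copper sulfate through the metallothionein promoter; % is scaled to controls: 0 for no effect and ±100 for the full control effect; nearly all actives have a fitted effect of over 50% in size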
BRCA1 expr act – BRCA1 expression activation. Potency, µM (highest dose often 46.1 µM), inactives show top-dose activation, usual class: activators. MCF7-BRCA1-FFLuc reporter, luminescence, 48 h; response scale: scaled: vehicle 0%, 10 µM genistein 100%. AID 624202. 380,000 tested, 1.1% active; also: nearly all actives have a fitted effect of over 80% in size; some results filed as inactive show a strong effect at the top dose
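Reporter cells (MCF7, BRCA1 promoter-firefly luciferase) received library compounds across a concentration series for 48 h. End-point luminescence was measured and concentration-effect curves derived after normalization.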
FLuc counter – firefly luciferase modulation, counter-screen for miR-21 project; 360,000 tested, 6.9% active; purified FLuc, Km substrates, luminescence inhibition; AID 588342; Potency, µM (highest dose often 57.5 µM), inactives show at the highest dose activity change, negative = inhibition, most hits filed as inhibitors;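 also: plate controls were vehicle for no effect and reference inhibitor for full effect; nearly all actives have a fitted effect of over 55% in size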
Target sequence (P08659 whole entry, looked up): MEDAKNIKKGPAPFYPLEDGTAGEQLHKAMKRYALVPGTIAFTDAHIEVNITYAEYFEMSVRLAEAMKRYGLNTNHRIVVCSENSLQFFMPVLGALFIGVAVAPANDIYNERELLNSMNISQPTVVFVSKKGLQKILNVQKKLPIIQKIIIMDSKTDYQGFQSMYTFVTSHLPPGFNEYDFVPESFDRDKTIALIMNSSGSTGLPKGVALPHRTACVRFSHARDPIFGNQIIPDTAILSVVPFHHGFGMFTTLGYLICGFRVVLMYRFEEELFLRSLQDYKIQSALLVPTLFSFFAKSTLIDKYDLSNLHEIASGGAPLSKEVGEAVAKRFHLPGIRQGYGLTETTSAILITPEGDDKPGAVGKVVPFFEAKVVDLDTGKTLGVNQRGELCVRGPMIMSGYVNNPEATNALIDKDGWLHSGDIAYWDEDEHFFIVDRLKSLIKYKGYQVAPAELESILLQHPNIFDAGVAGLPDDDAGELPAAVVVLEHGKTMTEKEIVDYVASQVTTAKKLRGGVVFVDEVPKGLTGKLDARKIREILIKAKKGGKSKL
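Purified P. pyralis luciferase, 10 nM final, with Km-level 10 uM D-luciferin and 10 uM ATP in 50 mM Tris acetate pH 7.5, 10 mM Mg acetate, 0.01% Tween-20, 0.05% BSA; 6-point qHTS titration about 60 µM downward; luminescence read.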
uPA generation – blocks generation of uPA at the cell surface; cell surface uPA generation assay, qHTS; Potency, µM (titrated, usually from 38.3 µM), without a hit: at the highest dose activity change, negative = inhibition, hits mostly inhibitors; 330,000 tested, 0.31% active; active = well fitted inhibition curve with a large enough effect; inconclusive = small, poorly fitted or top-dose-only effect; inactive = no such curve, though single readings can be large or run the other way; tested in mouse RAW 264.7 cells; also: % is scaled to controls: 0 for no effect and ±100 for the full control effect; nearly all actives have a fitted effect of over 55% in size
p53 reactivator – re-activators of mutant p53; H1299 p53-A138V BP100-luciferase reporter, luminescence, 24 h; Potency, µM (titrated, usually from 92.2 µM), inactives show top-dose activity change, positive = activation, most hits filed as activators; 320,000 tested, 0.063% active; also: % of control where 0% means no effect; nearly all actives have a fitted effect of over 45% in size
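p53-null H1299 cells stably carrying temperature-sensitive p53-A138V and a BP100-luciferase reporter were pinned with compounds (4-point, 1:5 series) and held 24 hrs at 37 deg C. Luminescence was read 10 min after detection reagent.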
RORgamma inh – blocks mouse ROR gamma transcriptional activity | P51450 | Drosophila S2 Gal4-RORgamma UAS-luciferase reporter, 20 h | Potency, µM (series often up to 53.6 µM), for the others: at the top dose activity change, negative = inhibition, most hits filed as inhibitors | 310,000 tested, 5.4% active; also: % is scaled to controls: 0 for no effect and ±100 for the full control effect; nearly all actives have a fitted effect of over 60% in size
Target sequence (P51450 whole entry, looked up, the tested form may be a part): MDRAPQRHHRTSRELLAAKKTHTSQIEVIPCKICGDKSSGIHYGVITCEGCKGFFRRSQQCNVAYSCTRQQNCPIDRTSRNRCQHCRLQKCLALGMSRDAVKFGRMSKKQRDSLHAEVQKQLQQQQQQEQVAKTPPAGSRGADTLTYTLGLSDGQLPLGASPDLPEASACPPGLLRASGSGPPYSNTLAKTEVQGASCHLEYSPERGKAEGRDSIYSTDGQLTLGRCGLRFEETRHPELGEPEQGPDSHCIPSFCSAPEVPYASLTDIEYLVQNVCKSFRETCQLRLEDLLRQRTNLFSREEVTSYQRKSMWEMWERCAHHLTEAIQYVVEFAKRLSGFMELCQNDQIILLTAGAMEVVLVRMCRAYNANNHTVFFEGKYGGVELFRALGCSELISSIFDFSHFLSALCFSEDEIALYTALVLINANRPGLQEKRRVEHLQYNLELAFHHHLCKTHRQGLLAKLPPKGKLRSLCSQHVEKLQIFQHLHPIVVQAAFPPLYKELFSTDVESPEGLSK
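Stably transfected Drosophila Schneider cells are the test system, with ROR gamma fused to Gal4 and luciferase under UAS control; luminescence is read after 20 hr of 700 uM copper sulfate induction at ambient temperature.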
* = called active by the depositor; u = inconclusive; x = no result given; [ ] = remark or other dose. Unless noted, calls follow the shape of the dose curve; as a rule, active = well fitted curve in the direction sought with a large enough effect; inconclusive = small, poorly fitted or top-dose-only effect, or another doubt; inactive = no such curve, though single readings can be large; an effect the other way counts as inactive or inconclusive. Potency is read from the fitted curve at half-maximal effect.

SMILES	NPC1 promoter act	MBNL1 CUG block	Rab9 promoter act	ELG1 genotox	Gal4-VP16 FLuc	BRCA1 expr act	FLuc counter	uPA generation	p53 reactivator	RORgamma inh
CN(C)CCN(C(=O)c1cc(Cl)sc1Cl)c1nc2ccc(F)cc2s1	11%	-9%	20%	0%	-4%	57%	u	3%	-2%	2%
COC(=O)C1=C(c2c(C)noc2C)C[C@@H]2CC[C@H]1N2C(=O)N1CCC(O)(c2ccc(Cl)cc2)CC1	-1%	x	-4%	-2%	x	-10%	6%	8%	-6%	x
Cc1cccc2c(N=NC(=O)c3ccc(NS(=O)(=O)c4cccs4)cc3)c(O)[nH]c12	u	x	u	14%	x	u	0.43µM*	u	u	x
CCCC[C@@H](C)C[C@@H](C)C(=O)N(C)[C@@H](CC(C)C)C(=O)N[C@H](C(=O)N(C)[C@H](C(=O)N1C[C@@H](O)C[C@H]1C(=O)N1C(=O)C=C[C@@H]1C)C(C)C)C(C)OC(C)=O (some centres undefined)	x	x	x	u	x	x	x	-83%	-28%	x
CCOC(=O)c1ccc(NC(=O)C2C3C=CC(O3)C2C(=O)O)cc1 (centres undefined)	4%	1%	1%	13%	1%	x	-2%	x	1%	9%
O=c1[nH]c(O)c(C=NC2CCN(Cc3ccccc3)CC2)c(=O)[nH]1	0%	4%	-3%	-2%	6%	0%	-1%	6%	14%	-38%
COc1ccc2c3c1OC1C(O)C=CC4C(C2)[N+](C)(C)CCC341 (centres undefined)	1%	u	-12%	0%	3%	-18%	4%	5%	5%	-30%
CC1CN=C(Nc2ccccc2)S1 (centres undefined)	3%	-13%	-1%	3%	u	22%	1%	8%	0%	-29%
CCOP(=S)(OCC)SCOC(=O)NCC(=O)OC	2%	0%	12%	7%	-4%	-5%	10%	5%	-1%	-28%
CN1CCN(c2ccccc2NC(=O)c2ccc(-c3ccc(Cl)c(Cl)c3)o2)CC1	7%	-6%	5%	u	-1%	-71%	-10%	0%	4%	23%
Nc1ccccc1C(=O)OCC(=O)Nc1ccc(Br)cc1F	3%	-15%	9%	7%	15%	2%	-16%	x	20%	u
CCC(CC)NCc1c[nH]c2ccccc12	-1%	-3%	-4%	-3%	-12%	-45%	-3%	4.5µM*	1%	-7%
Cc1ccc(S(=O)(=O)N(C)N=O)cc1	-1%	x	0%	-6%	x	0%	u	-11%	-6%	x
Cc1cccc(NC(=O)COC(=O)c2cc(C)n(C3CC3)c2C)c1	5%	x	-9%	-1%	x	x	-19%	17%	9%	x
COc1cccc(C(=O)C2CCCN(Cc3ccccn3)C2)c1 (centres undefined)	-2%	-19%	0%	1%	u	-9%	0%	-1%	0%	3.5µM*
CC(C)OC(=O)Cc1ccccc1	0%	x	-6%	4%	4%	-8%	0%	6%	-2%	23%
O=C(CSc1ncnc2c1nnn2-c1ccc(F)cc1)NCC1CCCO1 (centres undefined)	-3%	3%	4%	1%	u	3%	13µM*	-7%	-41%[inhibitor]	u
Fc1ccccc1N1CCN(Cc2ccc3c(c2)OCO3)CC1	4%	-22%	5%	0%	-8%	4%	-3%	2%	3%	12%
CC(=O)[C@H]1CC[C@H]2[C@@H]3CC[C@H]4C[C@H](O)CC[C@]4(C)[C@H]3C(=O)C[C@]12C	-2%[46.1 µM]	-16%	-7%[46.1 µM]	-1%	x	3%	2%	-9%	x	x
COc1ccc(C2C(C(=O)N3CCC4(CC3)OCCO4)c3cc(OC)c(OC)cc3C(=O)N2C)cc1 (centres undefined)	-1%	-3%	1%	-11%	-7%[0.365 µM]	7%	5%	-4%	-2%	9%
CC1(C)CC(=O)C2=C(C1)NC(=O)C21C(C(=O)OC(C)(C)C)=C(N)Oc2ccc(Br)cc21 (centres undefined)	-3%	-4%	-2%	-4%	-13%	-37%	1%	8%	2%	42%
COc1ccc(CC(C)Nc2cccc(F)c2)cc1 (centres undefined)	0%	2%	-3%	3%	x	3%	-2%	10%	x	x
O=C(c1cccc(Cl)c1)C1CCCN(Cc2ccon2)C1 (centres undefined)	-3%	-6%	-7%	-6%	-22%	2%	0%	11%	-1%	3%
CC(=O)N(C1=NCCCS1)c1ccc(F)cc1	3%	-8%	-12%	-1%	3%	-21%	4%	x	26%	-40%
CCN(CC(=O)Nc1ccc(C#N)c(Cl)c1)CC(=O)NC1CCS(=O)(=O)C1 (centres undefined)	3%	x	-1%	-4%	x	-5%	4%	-1%	-11%	x
Cn1c(O)c(C(=Nc2ccc(F)cc2)c2ccccc2)c(=O)n(C)c1=O	0%	4%	-4%	-6%	-4%	0%	-3%	-1%	-6%	5%
COc1cccc2cc(-c3cc(=O)oc4ccc(OC(=O)N(C)C)cc34)oc12	-4%	11%	-4%	3%	1%	0%	-1%	2%	6%	-18%
CC[C@H](OC(C)=O)C(C[C@H](C)N(C)C)(c1ccccc1)c1ccccc1	x	x	x	-2%	x	-13%	x	-20%	-9%	x
CCCc1[nH]nc2c1C1(C(=O)N(Cc3ccccc3)c3ccccc31)C(C(=O)OC)=C(N)O2 (centres undefined)	-3%	2%	-22%	-12%	u	-43%	8%	3%	-5%	-38%
COc1ccc(OC(=O)Nc2ccc([N+](=O)[O-])cc2OC)cc1	10%	u	-2%	6%	7%	-24%	-13%	-3%	-4%	-13%
COc1ccccc1-n1c(O)c(/C=N/NC(=S)Nc2ccccc2)c(=O)[nH]c1=S	11%	u	14%	0%	1%	x	-20%	6%	10%	-1%
COc1ccc2ccc(O)c(CN3CC=C(c4ccccc4)CC3)c2c1	-3%	-2%	1%	-2%	4%	-47%	6%	-14%	-2%	-23%
Cc1[nH]n(-c2ccccc2)c(=O)c1C(c1ccc([N+](=O)[O-])cc1)c1c(C)[nH]n(-c2ccccc2)c1=O	4%	u	5%	-5%	-10%	-16%	-14%	u	2%	2%
CC(C)OP(=O)(Oc1ccc(C(O)C(Cl)(Cl)Cl)cc1)OC(C)C (centres undefined)	0%	-6%	-17%	-6%	-7%	-23%	-1%	-9%	-4%	24%
CC(=O)O[C@]1(C)C(=O)OC/C2=C/CN(C)CCC(OC(=O)[C@@](O)(C(C)O)C[C@H]1C)C2=O (some centres undefined)	3%	-8%	-1%[1.84 µM]	-1%	1%	-9%	-3%	1%	-7%	-15%
COC(=O)C1=C(N)Oc2cc(C)oc(=O)c2C12C(=O)Nc1ccccc12 (centres undefined)	-1%	10%	18%	-5%	3%	-16%	-2%	-15%	0%	10%
C(CCc1nn[nH]n1)CCc1nn[nH]n1	2%	u	8%	0%	4%	-11%	-1%	-2%	-5%	-14%
COC(=O)C1=C(c2ccccc2OCc2ccccc2)C[C@@H]2CC[C@H]1N2C(=O)NCc1ccc(OC)c(OC)c1	-2%	x	-2%	-5%	x	0%	-1%	13%	-3%	x
Fc1ccc(CNCCc2ccccc2)cc1	-4%	-2%	-1%	-6%	5%	13%	-2%	0%	-3%	11%
C=CC(=O)OCCO	x	x	x	x	18%	-6%	x	1%	x	-10%
O=Cc1cn(Cc2c(F)cccc2Cl)c2ccccc12	1%	6%	-2%	-12%	u	-10%	u	u	1%	-41%
COc1ccc(-n2c(O)c(C=NCCN3CCN(C(C)=O)CC3)c(=O)[nH]c2=S)cc1	1%	-7%	-1%	-3%	-3%	-20%	2%	13%	8%	-1%
COc1ccccc1C1=CC(=O)C[C@H](c2ccc3c(c2)OCO3)C1	-6%	x	-5%	-2%	x	-68%	2%	u	-19%	x

Filtered by structure, the compounds so far with an NH in an aromatic ring
SMILES	NPC1 promoter act	MBNL1 CUG block	Rab9 promoter act	ELG1 genotox	Gal4-VP16 FLuc	BRCA1 expr act	FLuc counter	uPA generation	p53 reactivator	RORgamma inh
Cc1cccc2c(N=NC(=O)c3ccc(NS(=O)(=O)c4cccs4)cc3)c(O)[nH]c12	u	x	u	14%	x	u	0.43µM*	u	u	x
O=c1[nH]c(O)c(C=NC2CCN(Cc3ccccc3)CC2)c(=O)[nH]1	0%	4%	-3%	-2%	6%	0%	-1%	6%	14%	-38%
CCC(CC)NCc1c[nH]c2ccccc12	-1%	-3%	-4%	-3%	-12%	-45%	-3%	4.5µM*	1%	-7%
CCCc1[nH]nc2c1C1(C(=O)N(Cc3ccccc3)c3ccccc31)C(C(=O)OC)=C(N)O2 (centres undefined)	-3%	2%	-22%	-12%	u	-43%	8%	3%	-5%	-38%
COc1ccccc1-n1c(O)c(/C=N/NC(=S)Nc2ccccc2)c(=O)[nH]c1=S	11%	u	14%	0%	1%	x	-20%	6%	10%	-1%
Cc1[nH]n(-c2ccccc2)c(=O)c1C(c1ccc([N+](=O)[O-])cc1)c1c(C)[nH]n(-c2ccccc2)c1=O	4%	u	5%	-5%	-10%	-16%	-14%	u	2%	2%
C(CCc1nn[nH]n1)CCc1nn[nH]n1	2%	u	8%	0%	4%	-11%	-1%	-2%	-5%	-14%
COc1ccc(-n2c(O)c(C=NCCN3CCN(C(C)=O)CC3)c(=O)[nH]c2=S)cc1	1%	-7%	-1%	-3%	-3%	-20%	2%	13%	8%	-1%

Screens: PubChem BioAssay, National Center for Advancing Translational Sciences (NCATS)

These rows are one share of the data; count on the stated rates, not on these rows.
